Screening data from PubChem BioAssay.
Y pestis TopoI – Yersinia pestis topoisomerase I inhibitors, primary screen, biochemical, cleavage product accumulation, plate reader, single point | activity, % at 10 µM | 0.064% of 360,000 active | Y. pestis Topo-I cleavage product accumulation; in the data active = activity above about 50%, passing the limit was not always enough; inconclusive = no clear call, values can overlap the other calls; also: inactives centre near 2
FadD28 FP inh – inhibitors of FadD28 bisubstrate probe binding, primary screen, biochemical, fluorescence polarization, single point. Mycobacterium tuberculosis FadD28 fatty-acid-AMP ligase. inhibition, % at 12.5 µM. 0.22% of 360,000 active; in the data active = inhibition above about 8.5%, passing the limit was not always enough; inconclusive = no clear call, values can overlap the other calls
TcdB GH inh – TcdB glycohydrolase inhibitors, primary screen, biochemical, single point, plate reader; TcdB glycohydrolase enzymatic assay; AID 652162, 2013; 0.24% of 350,000 active; inhibition, % at 9.99 µM; in the data active = inhibition above about 10%
CCHF vOTU inh – CCHFV vOTU protease inhibitors, primary screen, biochemical, Pep-AMC substrate, fluorescence. Crimean-Congo hemorrhagic fever virus L polyprotein viral ovarian tumor (vOTU) protease …. inhibition, % at 11.5 µM. 0.55% of 370,000 active; in the data active = inhibition above about 30%; also: 0% = vehicle wells with enzyme and 100% = no enzyme wells
PfHsp40 yeast – rescue of yeast from PfHsp40 toxicity, primary screen, S. cerevisiae, ATP luminescence; S. cerevisiae expressing PfHsp40, growth rescue; growth rescue, % at 12.5 µM; 0.68% of 340,000 active; AID 504582, 2011; in the data active = growth rescue above about 28%, passing the limit was not always enough; inconclusive = no clear call, values can overlap the other calls;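 also: yeast W303a lacking pdr1 and pdr3 grown in galactose medium; growth measured after three days at 30 °C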
BoNT-A LC inh2 – BoNT/A light chain protease inhibitors, primary screen, biochemical, flow cytometry, MLPCN library. Botulinum neurotoxin type A light chain protease (Clostridium botulinum A str. ATCC 3502). inhibition, % at 10 µM. AID 588499, 2011. 0.17% of 360,000 active. multiplex microsphere protease substrate cleavage; also: plate controls were buffer without enzyme for full effect and enzyme alone for no effect
BoNT F protease – BoNT/F light chain protease inhibitors, primary screen, biochemical, flow cytometry, MLPCN library | Botulinum neurotoxin type F light chain protease (Clostridium botulinum) | AID 588497, 2011 | inhibition, % at 10 µM | Multiplex microsphere protease cleavage assay | 0.22% of 360,000 active; in the data active = inhibition above about 35%, passing the limit was not always enough; inconclusive = no clear call, values can overlap the other calls; also: plate controls were buffer without enzyme for full effect and enzyme alone for no effect
Anthrax LF prot – Bacillus anthracis LF protease inhibitors, primary screen, biochemical, multiplex microsphere, MLPCN library | 0.12% of 360,000 active | inhibition, % at 10 µM | Lethal factor (Bacillus anthracis), P15917 | multiplex microsphere protease cleavage assay; also: plate controls were buffer without enzyme for full effect and enzyme alone for no effect
Target sequence (P15917 whole entry, looked up): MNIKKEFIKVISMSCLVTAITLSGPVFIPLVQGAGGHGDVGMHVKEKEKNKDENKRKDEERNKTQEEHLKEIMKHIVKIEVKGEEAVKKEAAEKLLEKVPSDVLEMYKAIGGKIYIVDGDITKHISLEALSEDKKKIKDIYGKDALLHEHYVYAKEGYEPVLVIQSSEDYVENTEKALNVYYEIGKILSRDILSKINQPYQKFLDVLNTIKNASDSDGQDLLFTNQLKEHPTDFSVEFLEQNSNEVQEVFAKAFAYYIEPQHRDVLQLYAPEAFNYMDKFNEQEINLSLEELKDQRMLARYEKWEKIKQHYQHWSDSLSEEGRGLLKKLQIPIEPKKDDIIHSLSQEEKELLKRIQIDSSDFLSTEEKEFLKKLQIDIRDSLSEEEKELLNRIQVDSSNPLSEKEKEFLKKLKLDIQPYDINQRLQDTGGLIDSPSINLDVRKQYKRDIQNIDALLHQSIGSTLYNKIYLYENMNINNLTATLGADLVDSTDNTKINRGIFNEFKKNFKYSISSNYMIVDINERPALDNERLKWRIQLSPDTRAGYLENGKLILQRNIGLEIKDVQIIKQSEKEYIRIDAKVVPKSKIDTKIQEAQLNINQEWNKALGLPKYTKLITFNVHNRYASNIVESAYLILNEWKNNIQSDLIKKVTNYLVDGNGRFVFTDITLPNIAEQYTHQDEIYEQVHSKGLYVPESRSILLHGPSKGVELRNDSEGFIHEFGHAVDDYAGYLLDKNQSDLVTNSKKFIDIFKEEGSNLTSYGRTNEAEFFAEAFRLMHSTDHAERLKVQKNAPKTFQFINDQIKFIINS
PrPC surface inh – inhibitors of human cell surface prion protein PrPC, primary screen, cell-based, TR-FRET; 0.43% of 370,000 active; inhibition, % at 13.8 µM; Major prion protein (Homo sapiens), P04156; TR-FRET read-out; in the data active = inhibition above about 24%; also: 0% = median of the test wells and 100% = reference compound wells
* = called active by the depositor; ? = inconclusive; . = no result given; & = joins results of further samples. Rule as the data show it, unless noted: active = inhibition above about 30%; inconclusive = no clear call, values can overlap the other calls; inactive = below that.

SMILES | Y pestis TopoI | FadD28 FP inh | TcdB GH inh | CCHF vOTU inh | PfHsp40 yeast | BoNT-A LC inh2 | BoNT F protease | Anthrax LF prot | PrPC surface inh
Cn1c(=O)c2c(nc(SCCN3CCOCC3)n2Cc2ccccc2Cl)n(C)c1=O | 21 | -4.0 | 1.0 | 6 | -0.3 | 0.2 | -2 | -5 | 0
COc1ccc(/C=N/NC(=O)c2cccc(NC(=O)c3ccccc3Cl)c2)c(OC)c1 | 5 | -2.4 | 0.6 | -9 | -0.1 | 2.1 | 5 | 3 | -3
Cn1cc(C(=O)OCC2CCN(CCNS(C)(=O)=O)CC2)c2ccccc21 | -3 | -3.5 | 1.7 | 21 | -1.6 | -0.3 | -5 | -6 | -1
CCNC(=O)C1(C)CCCN(Cc2ccc(-c3ccccn3)cc2)C1 (stereo not drawn) | -5 | -0.4 | 0.7 | 6 | . | -0.3 | 1 | -6 | -1
COc1cccc(C2N=C(c3ccccc3C)NO2)c1OC (stereo not drawn) | 6 | -2.9 | 0.2 | 4 | -0.6 | -0.5 | -6 | -2 | 4
COc1cccc(/C=C2/SC(=S)N(CC(=O)NNC(=O)c3ccccc3OC)C2=O)c1 | -5 | 0.7 | 1.1 | 4 | -0.2 | -0.5 | -1 | -4 | -5
COCCNC(=O)C1CCCN(C(=O)c2nc(C)oc2C)CC1 (stereo not drawn) | -11 | -1.5 | -0.1 | -8 | . | -0.1 | 3 | 2 | -8
Clc1cccc(Cl)c1Cn1c(-c2cccnc2Cl)nc2ccccc21 | 12 | -3.4 | 1.0 | . | -1.3 | 0.4 | -2 | -5 | .
Cc1ccc(NC(=O)COC(=O)CCC2CCCC2)cc1S(=O)(=O)N1CCOCC1 | 14 | 3.0 | 1.4 | 11 | 1.5 | 0.0 | -6 | -5 | 0
O=C(O)Cc1ccc(NC(=O)c2ccc3c(c2)C(=O)N(Cc2ccco2)C3=O)cc1 | 6 | 0.3 | 1.5 | 3 | 0.9 | -0.6 | 4 | -2 | 0
CCOc1ccc(NC(=O)C(NC(=O)C2CCC(C)CC2)C(C)C)cc1 (stereo not drawn) | -2 | -4.1 | 1.4 | -10 | -0.4 | 0.5 | -15 | -6 | -1
Cn1cccc1CC(=O)NNC(=O)Nc1cccc(Cl)c1 | -2 | -4.2 | -1.9 | 12 | -0.2 | 0.0 | 2 | 0 | -5
C[C@H](CO)N1C[C@H](C)[C@H](CN(C)C(=O)Nc2ccc3c(c2)OCO3)Oc2ncc(Br)cc2C1=O | -1 | -2.0 | 0.3&-0.9 | 4 | . | -0.3 | 0 | 1 | -6
O=C(Nc1ccc(F)cc1)N1CCN2C(=O)c3ccccc3C12c1ccccc1 (stereo not drawn) | 3 | -3.2 | . | . | 5.7 | 0.3 | -4 | 0 | .
CCN(CC(=O)NCc1cccs1)C(=O)c1ccc(-c2ccccc2F)o1 | 16 | -3.6 | 0.7 | 9 | -0.9 | 0.4 | -3 | -1 | -7
CCCCN(CCCNC(=O)C1CCCN(S(=O)(=O)CC)C1)Cc1ccccc1 (stereo not drawn) | -4 | 0.5 | . | 15 | 0.8 | -1.3 | -16 | -14 | -2
Cc1ccc(/C=C/C(=O)O)cc1S(=O)(=O)Nc1ccc(C(=O)O)cc1 | 0 | -4.6 | 3.4 | 3 | -2.4 | 0.9 | -13 | -11 | 5
Cc1ccc(/C=C/c2nc3sc(C(=O)O)c(C)c3c(=O)[nH]2)cc1[N+](=O)[O-] | 7 | -2.3 | -0.3 | 8 | 0.0 | -0.2 | 6 | -1 | -8
COc1ccc(S(=O)(=O)N(C)c2ccc(C(=O)N3CCCCC3)cc2)cc1 | 11 | -0.3 | 0.6 | 3 | 0.4 | -1.9 | 1 | 2 | 14
CC1(C)CC(NC(=O)CCC2CCCC2)CC(C)(C)N1 | -7 | -2.0 | . | 10 | 0.7 | 0.7 | -1 | -1 | 3
Cc1ccccc1-c1n[nH]c(=S)n1/N=C/c1ccc(-c2ccccc2Br)o1 | -3 | -1.0 | 1.3 | 5 | 0.5 | -0.2 | -4 | -2 | -5
CCCCNC(=O)c1ccc(CS(=O)(=O)Cc2ccccc2F)o1 | 5 | -3.0 | 0.1 | -2 | 5.6 | -1.5 | 1 | -6 | 1
Cc1ccc(-c2noc(C3CCCN(C(=O)c4c(F)cccc4F)C3)n2)cc1 (stereo not drawn) | 4 | -2.0 | . | 0 | -2.1 | 1.9 | 4 | -7 | 6
Cc1ccc(OCC(=O)NNC(=S)NC(=O)c2ccc(Br)o2)c(C)c1 | -2 | 0.2 | 0.9 | 3 | 6.2 | 0.0 | -3 | 0 | -3
Cc1cc(SCC(=O)c2ccc3c(c2)OCO3)nc2ccccc12 | 40 | -4.8 | . | 6 | -0.2 | 2.1 | -11 | -3 | 2
SMILES | Y pestis TopoI | FadD28 FP inh | TcdB GH inh | CCHF vOTU inh | PfHsp40 yeast | BoNT-A LC inh2 | BoNT F protease | Anthrax LF prot | PrPC surface inh
CCc1cccc(C)c1NC(=O)C1=C(C(=O)O)CCCC1 | 4 | -2.4 | . | -5 | -0.3 | 0.2 | 14 | -2 | -5
CC(C)c1nc2ccc(C(=O)O)cc2[nH]1 | 1 | -0.8 | -0.9 | -16 | -0.2 | 0.1 | -4 | 0 | -4
COc1ccc(NS(=O)(=O)c2ccc(C)c(C(=O)N(C)CC(=O)Nc3cccc(OC)c3)c2)cc1 | 10 | -1.2 | 0.9 | -7 | ? | 1.3 | 2 | 1 | 2
COc1ccc(S(=O)(=O)N2CCC(C(=O)NC3CC3)CC2)cc1OC | 0 | -1.5 | 0.8 | 16 | 0.5 | 0.1 | -8 | -4 | -7
CCC(C)(C)n1nnnc1CN1CCN(c2ccc(OC)cc2)CC1 | -3 | 0.1 | -9.6 | -4 | -2.0 | -0.5 | -2 | -2 | 3
Fc1ccc(-n2c(-c3cccs3)nc3nc4ccccc4nc32)cc1 | -6 | -3.3 | . | -41 | -1.4 | 4.2 | -2 | 3 | 2
COC(=O)C1CSC(C(=O)OC)N1C(=O)Nc1ccc(Cl)c(Cl)c1 (stereo not drawn) | 6 | -3.2 | . | 9 | 0.3 | 0.1 | -1 | -3 | -2
CCc1ccccc1NC(=O)CSc1nnc([C@@H](NC(=O)OC(C)(C)C)C(C)CC)o1 (stereo partly drawn) | 23 | -0.4 | . | 5 | 0.8 | -0.1 | 2 | -1 | 0
COc1ccc(Cl)cc1NCCC(O)c1ccc(F)cc1 (stereo not drawn) | 7 | -0.3 | 2.1 | 7 | 7.3 | -1.4 | ? | 8 | 1
COc1ccc(C(=O)N2CCN(Cc3ccccn3)CC2)cc1 | -7 | -2.9 | 0.6 | -5 | 0.7 | -0.7 | ? | -7 | -3
O=C(NCc1nc(-c2ccccc2)no1)c1ccc2c(c1)OCO2 | 6 | -2.1 | . | 0 | 1.0 | -0.2 | -15 | -6 | 0
CC(=O)c1c(C)[nH]c(C(=O)CSc2nnc(NC3CC3)s2)c1C | -8 | -0.2 | 1.9 | 8 | 0.6 | 1.2 | 2 | 1 | 6
CN(C(=O)c1cccn(Cc2ccccc2)c1=O)c1ccccc1 | 2 | -2.1 | 0.0 | 10 | -0.1 | -2.1 | -6 | 0 | 9
Cc1cc(C)c2ccc(N)nc2c1O | 0 | 0.7 | . | 1 | -0.6 | -0.1 | -16 | -5 | -3
Nc1nnc(SCC(=O)OCC(=O)NC23CC4CC(CC(C4)C2)C3)s1 | 8 | -0.4 | 0.8 | -15 | 0.3 | 2.0 | 12 | 2 | -3
COCCNC(=O)CSCc1c(F)cccc1Cl | 4 | 0.0 | 1.4 | 6 | -0.8 | ? | 29 | 5 | -5
Cc1cccn2c(=O)nc(SCC(=O)NCc3ccccc3)nc12 | 2 | -0.6 | 1.7 | -7 | 1.1 | ? | ? | ? | 2
Cc1ccc(N2C(=O)CN(Cc3sccc3C)C2=S)cc1C | 19 | -1.7 | . | -6 | -1.0 | -0.6 | -11 | -1 | 11
O=C(c1ccc2c(c1)OCO2)N(c1ccc(Cl)cc1)C1C=CS(=O)(=O)C1 (stereo not drawn) | 4 | -0.9 | . | -12 | 0.4 | -0.6 | -6 | 4 | -7
COc1ccc(/C=C2\SC(=O)N(CC(=O)NCCC(C)C)C2=O)cc1OC | -2 | -3.0 | -0.1 | -2 | 0.1 | 3.6 | 43* | -2 | 1
Cc1c(C(=O)N2CCc3ccccc32)cnn1C | 0 | 0.1 | . | 1 | -0.6 | 0.2 | -1 | 0 | -4
OCCOCCNc1ncnc2c1cnn2-c1ccc(Cl)cc1 | -2 | -1.8 | . | 13 | -0.8 | -0.4 | -18 | 0 | 2
CCOC(=O)c1[nH]c2cc(OC)c(OC)cc2c1NC(=O)c1ccc2c(c1)OCO2 | 7 | 0.1 | . | -8 | -0.6 | 0.4 | 1 | 0 | -4
CC(C)(O)C#Cc1ccc(C(=O)NCCC(=O)O)s1 | 2 | -1.2 | 0.9 | 8 | -0.4 | -0.7 | -1 | -11 | -4
Cc1ccc(C(C(=O)NC2CCCC2)N(Cc2ccco2)C(=O)CCC(=O)Nc2ccccn2)cc1 (stereo not drawn) | 2 | -0.2 | . | 3 | -0.7 | 0.3 | 7 | 0 | -1
SMILES | Y pestis TopoI | FadD28 FP inh | TcdB GH inh | CCHF vOTU inh | PfHsp40 yeast | BoNT-A LC inh2 | BoNT F protease | Anthrax LF prot | PrPC surface inh
CCC(=O)c1ccc(OCC(=O)NC2(C#N)CCCCC2)cc1 | -3 | -0.3 | 0.4 | 10 | -0.6 | 0.4 | 3 | -6 | 0
O=C(NCCCn1ccnc1)c1cc(-c2ccc3c(c2)OCO3)on1 | 8 | -3.0 | 0.4 | . | 4.6 | 0.1 | -2 | 1 | .
Cc1ccc(NC(=O)CCC(=O)NNC(=O)CCc2ccccc2)c(C)c1 | -14 | -3.8 | 0.4 | 1 | 0.8 | -0.4 | 3 | -4 | 7
O=C(O)c1cc(=O)c2c(OCC(O)COc3cccc4oc(C(=O)O)cc(=O)c34)cccc2o1 | 12 | -5.2 | 1.0 | 2 | 0.8 | -0.3 | 5 | -8 | -2
Cc1ccc(C)c(NS(=O)(=O)c2ccc(OCC(=O)N3CCOCC3)cc2)c1 | 0 | -1.9 | . | 6 | -0.5 | 0.6 | -5 | 8 | -2
Cc1noc(C)c1S(=O)(=O)N1CCC(C(=O)N(C)Cc2ccccc2)CC1 | -5 | -3.1 | . | 6 | -1.6 | 0.4 | 3 | 2 | 5
O=C(N/N=C/c1cc(Br)c(Br)o1)c1cccnc1 | 1 | -2.8 | . | 10 | -1.8 | -0.5 | 1 | -2 | -2
CSC1=Nc2sc3c(c2C2=NCCN12)CC(C)(C)OC3 | 1 | -2.4 | 1.1 | -14 | -0.7 | -0.6 | -5 | -2 | -4

Looked up one by one from above:
SMILES | Y pestis TopoI | FadD28 FP inh | TcdB GH inh | CCHF vOTU inh | PfHsp40 yeast | BoNT-A LC inh2 | BoNT F protease | Anthrax LF prot | PrPC surface inh
O=C(c1ccc2c(c1)OCO2)N(c1ccc(Cl)cc1)C1C=CS(=O)(=O)C1 (stereo not drawn) | 4 | -0.9 | . | -12 | 0.4 | -0.6 | -6 | 4 | -7
Cc1ccc(OCC(=O)NNC(=S)NC(=O)c2ccc(Br)o2)c(C)c1 | -2 | 0.2 | 0.9 | 3 | 6.2 | 0.0 | -3 | 0 | -3
O=C(NCc1nc(-c2ccccc2)no1)c1ccc2c(c1)OCO2 | 6 | -2.1 | . | 0 | 1.0 | -0.2 | -15 | -6 | 0
Cc1ccc(/C=C/c2nc3sc(C(=O)O)c(C)c3c(=O)[nH]2)cc1[N+](=O)[O-] | 7 | -2.3 | -0.3 | 8 | 0.0 | -0.2 | 6 | -1 | -8
CC1(C)CC(NC(=O)CCC2CCCC2)CC(C)(C)N1 | -7 | -2.0 | . | 10 | 0.7 | 0.7 | -1 | -1 | 3
O=C(O)c1cc(=O)c2c(OCC(O)COc3cccc4oc(C(=O)O)cc(=O)c34)cccc2o1 | 12 | -5.2 | 1.0 | 2 | 0.8 | -0.3 | 5 | -8 | -2
